# Assay outcomes (PubChem)
# PfHsp40 rescue = rescue of PfHsp40-mediated yeast toxicity; actives 0.68% (n = 340,000); S. cerevisiae expressing PfHsp40, growth rescue, ATP luminescence; growth rescue, % at 12.5 µM; AID 504582; in the data active = growth rescue above about 28%, passing the limit was not always enough; inconclusive = no clear call, values can overlap the other calls;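 note: yeast W303a lacking pdr1 and pdr3 grown in galactose medium; growth measured after three days at 30 °C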
# Mtb UGM inh = Mtb UDP-galactopyranose mutase inhibition; P9WIQ1; purified UGM, fluorescence polarization probe displacement; inhibition, % at 10 µM; actives 0.06% (n = 320,000); AID 504406; in the data active = inhibition above about 10%, passing the limit was not always enough; inconclusive = no clear call, values can overlap the other calls
# Target sequence (P9WIQ1 whole entry, looked up): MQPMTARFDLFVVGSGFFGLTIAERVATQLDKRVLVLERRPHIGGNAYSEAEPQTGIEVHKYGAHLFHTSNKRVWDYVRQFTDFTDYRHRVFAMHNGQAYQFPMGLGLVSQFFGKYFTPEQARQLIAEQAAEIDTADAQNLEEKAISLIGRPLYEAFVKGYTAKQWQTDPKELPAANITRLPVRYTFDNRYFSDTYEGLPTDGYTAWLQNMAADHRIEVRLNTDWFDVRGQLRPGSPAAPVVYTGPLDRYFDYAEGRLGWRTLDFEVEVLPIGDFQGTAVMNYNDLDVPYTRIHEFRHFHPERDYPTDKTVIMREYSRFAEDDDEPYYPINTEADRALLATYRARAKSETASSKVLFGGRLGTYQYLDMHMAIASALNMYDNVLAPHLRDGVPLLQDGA
# BioA inh = BioA (M. tuberculosis) enzyme inhibition; purified M. tuberculosis BioA enzyme, plate reader; inhibition, % at 9.99 µM; actives 0.096% (n = 360,000); in the data active = inhibition above about 40%; inconclusive = no clear call, values can overlap the other calls
# BoNT-A LC inh2 = inhibitors of Botulinum neurotoxin A light chain protease; AID 588499; actives 0.17% (n = 360,000); multiplex microsphere protease substrate cleavage, flow cytometry; inhibition, % at 10 µM; note: plate controls were buffer without enzyme for full effect and enzyme alone for no effect
# FadD28 binding = blocks FadD28 binding to the bisubstrate probe | fluorescence polarization | inhibition, % at 12.5 µM | actives 0.22% (n = 360,000) | AID 588549; in the data active = inhibition above about 8.5%, passing the limit was not always enough; inconclusive = no clear call, values can overlap the other calls
# Anthrax LF prot = inhibitors of Bacillus anthracis lethal factor protease | actives 0.12% (n = 360,000) | inhibition, % at 10 µM | multiplex microsphere protease cleavage assay, LF | P15917 | AID 588501; note: plate controls were buffer without enzyme for full effect and enzyme alone for no effect
# GDH-TPI inh = inhibits GDH-TPI coupling enzymes, artifact for Mtb FBA screen; GDH-TPI coupled enzyme counterscreen, NADH absorbance; inhibition, % at 4.8 µM; actives 1.2% (n = 360,000); AID 588335; in the data active = inhibition above about 30%;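 note: 0% = DMSO wells and 100% = wells lacking the enzyme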
# FBA Mtb inh = Mtb fructose-bisphosphate aldolase inhibition | purified M. tuberculosis FBA, fluorescence read-out | P9WQA3 | actives 2.3% (n = 360,000) | inhibition, % at 1 µM; in the data active = inhibition above about 27%;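 note: 0% = vehicle and 100% = reference inhibitor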
# Target sequence (P9WQA3 whole entry, looked up): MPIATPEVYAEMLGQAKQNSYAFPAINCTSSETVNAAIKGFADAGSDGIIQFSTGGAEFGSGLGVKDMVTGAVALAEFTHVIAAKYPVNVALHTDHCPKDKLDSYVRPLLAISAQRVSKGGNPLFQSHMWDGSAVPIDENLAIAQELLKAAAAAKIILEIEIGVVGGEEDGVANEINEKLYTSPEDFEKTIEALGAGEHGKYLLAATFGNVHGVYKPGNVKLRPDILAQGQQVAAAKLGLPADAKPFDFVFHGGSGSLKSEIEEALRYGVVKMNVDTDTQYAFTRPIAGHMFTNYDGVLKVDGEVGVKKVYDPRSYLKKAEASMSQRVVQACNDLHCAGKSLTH
# BoNT-F LC inh = inhibitors of Botulinum neurotoxin F light chain protease; Multiplex microsphere protease cleavage assay, flow cytometry; inhibition, % at 10 µM; actives 0.22% (n = 360,000); AID 588497; in the data active = inhibition above about 35%, passing the limit was not always enough; inconclusive = no clear call, values can overlap the other calls; note: plate controls were buffer without enzyme for full effect and enzyme alone for no effect
# The depositor's hits bear a star; u = inconclusive; x = no result given. Cut-off read from the data, not from the text of the source, unless noted: active = inhibition above about 30%; inconclusive = no clear call, values can overlap the other calls; inactive = below that.
smiles,PfHsp40 rescue,Mtb UGM inh,BioA inh,BoNT-A LC inh2,FadD28 binding,Anthrax LF prot,GDH-TPI inh,FBA Mtb inh,BoNT-F LC inh
O=C(Nc1cc(S(=O)(=O)N2CCOCC2)ccc1N1CCOCC1)c1ccccc1F,-2.0,1.1,7.3,0.2,-2.9,-10,6,2,-6
COc1ccc(/C=C2/SC(=O)N(CCCCCC(=O)Nc3ccccc3C(=O)O)C2=S)cc1,-0.3,4.0,0.4,0.4,-1.9,1,3,-2,0
Cc1c(Cl)cccc1NC(=S)NN,0.5,-1.4,x,-6.3,-0.9,-10,6,-1,-27
N#Cc1nc(-c2ccc(F)cc2)oc1NCCN1CCOCC1,-0.4,-0.5,0.6,-0.6,1.3,-4,16,46*,-3
NCCc1ccn[nH]1,3.6,2.9,0.9,-0.8,-3.6,-1,0,0,-14
Cc1ccc(CNC(=O)[C@@H](NC(=O)Cc2ccccc2)C(C)C)cc1,-0.3,2.8,4.3,0.4,-0.9,-1,4,0,-3
CCOC(=O)C1CSc2[nH]c(=O)sc2C1c1ccccc1 (stereo unspecified),0.2,2.9,-0.5,-0.7,-2.9,-3,-2,-2,-23
Cc1ccc(NC(=O)CSc2nnc(-c3cccs3)n2Cc2ccco2)cc1,1.4,4.3,1.3,-0.6,-0.1,-1,5,2,-12
N#CC12CCCCC1CC1CCCCC1(C#N)N2Cc1cccnc1 (stereo unspecified),1.0,-0.9,0.5,-0.2,0.0,-3,4,2,-5
COc1cc(/C=N/N=C/c2cc(OC)c(O)c(OC)c2)cc(OC)c1O,0.0,-0.9,x,-0.4,-1.4,-2,35*,-4,-4
O=C(COC(=O)c1ccc(Br)o1)NCc1ccco1,-1.2,1.7,-0.2,0.1,-4.2,-2,-1,1,6
CC(C)c1cc(C(=O)O)n(-c2ccccc2)n1,1.4,-0.8,-0.7,-1.9,-3.3,-2,19,1,-8
CN(c1ccc(OCc2nnc(-c3ccccc3)o2)cc1)S(=O)(=O)c1ccccc1,-0.3,-0.8,-0.5,-0.5,-1.2,-2,4,2,-5
COCCC1CCCCN1C(=O)c1cccc(OC2CCN(S(C)(=O)=O)CC2)c1 (stereo unspecified),-0.6,-1.3,-1.4,-8.1,-2.9,4,4,3,-8
COc1ccc(OC)c(S(=O)(=O)Nc2ccc(O)c(Sc3ncn[nH]3)c2)c1,-0.6,2.2,-0.7,0.0,-2.5,-1,5,0,0
CCCCC(CC)CNCc1cccn1CCN1CCOCC1 (stereo unspecified),0.6,2.3,-1.7,-0.5,-2.8,9,1,-1,-6
Cc1ccccc1CNC1CCCCC1,-0.2,-1.3,-2.0,-1.1,-0.1,-1,6,1,-8
CC(=O)Oc1ccc(C(=O)NCc2ccco2)cc1,-1.6,0.5,-0.1,-0.5,-1.4,7,3,-1,8
CCOC(=O)N1CCN(C(=O)c2ccc(N3C(=O)CCC3=O)cc2)CC1,-0.7,0.6,x,u,-0.2,u,9,-2,u
Cc1cc(NC(=O)CCC(=O)N(c2ccccc2C)C(C(=O)NC2CCCC2)c2ccccc2)no1 (stereo unspecified),-0.2,-2.8,-1.3,-2.1,-1.5,1,8,86*,4
CCC(C)(C)n1nnnc1C(c1ccc(C)cc1)N1CCN(Cc2ccc3c(c2)OCO3)CC1 (stereo unspecified),0.5,4.1,-0.5,0.6,-3.8,1,-6,-1,7
Cc1cc(C(=O)NNS(=O)(=O)c2ccccc2C(F)(F)F)nn1C(C)(C)C,0.7,1.0,x,5.5,-1.6,-5,1,-27,u
COc1ccccc1CNC(=O)C1CC(=O)N(C2CCCC2)C1 (stereo unspecified),1.2,0.4,0.6,0.6,-2.1,-4,-1,0,-16
Cc1ccccc1CNC(=O)c1ccc2nc(N3CCOCC3)sc2c1,-0.2,1.8,-0.3,0.7,-3.4,15,-10,-2,-3
O=C(CSc1ccc([N+](=O)[O-])cn1)Nc1nccs1,1.5,-2.7,-2.7,2.2,-0.1,7,34*,-3,3
COc1ccccc1N1CCN(C(=O)CN2C(=O)c3cccc4cccc(c34)C2=O)CC1,1.8,-0.3,-1.5,-0.8,2.2,-1,16,2,-3
COc1cc(OCc2ccccc2)c(C(=O)/C=C/c2ccc3c(c2)OCO3)c(OC)c1OC,2.2,4.8,-2.4,x,-0.6,x,50*,2,x
COC(=O)/C=C/COc1ccccc1[N+](=O)[O-],-0.9,-0.4,x,0.1,-0.9,-1,6,3,-2
CC(C)(O)C#Cc1ccc(CN2CCN(Cc3ccsc3)C(CCO)C2)s1 (stereo unspecified),-0.3,-1.6,0.7,-0.1,-2.8,1,-1,-1,-1
CC(=O)NS(=O)(=O)c1ccc(N=NN2CCOCC2)cc1,0.0,1.3,11,-0.5,-0.4,0,19,-1,1
Cc1ccccc1-c1nc2c(s1)CCc1onc(-c3cccc([N+](=O)[O-])c3)c1-2,-2.9,1.4,-0.1,-0.2,-0.4,-10,2,-1,3
Cc1cc(C)c2nc(N(CCN(C)C)C(=O)c3ccc(S(=O)(=O)N(C)CC4CCCO4)cc3)sc2c1 (stereo unspecified),-1.7,5.0,-1.3,-2.5,-0.5,-6,10,3,4
O=C(CCl)N1c2ccccc2OCC1c1ccccc1 (stereo unspecified),0.5,-1.6,x,-0.5,-2.2,1,-5,-7,-3
Cc1cccc(OC(=O)Nc2ccc(C(=O)O)c(O)c2)c1,x,x,-0.6,0.2,-1.1,-2,16,29*,1
CC1=C(C(=O)N2CCCCCC2)CC(CC(=O)NC2CC2)C(=O)N1Cc1ccccc1 (stereo unspecified),x,x,0.4,0.5,-1.1,1,x,3,4
CC1CCN(C(=O)COc2ncnc3ccccc23)CC1,-1.7,2.4,x,-0.2,-3.8,1,-4,-1,0
Cc1ccc(O)c(NC(=O)CSc2ccc(Cl)cc2)c1,-0.9,0.7,-5.4,-0.9,-1.5,0,2,1,-2
Cc1nc(S(=O)(=O)c2ccc(Cl)cc2Cl)nc2c1CCC2,3.9,-3.3,2.2,0.0,0.2,-3,4,-3,2
O=C(COC(=O)CCc1nc2ccccc2c(=O)[nH]1)Nc1c(Cl)cccc1C(F)(F)F,x,-1.2,x,1.9,-1.4,-6,3,1,6
COc1cccc(OCC(=O)NNC(=O)Cc2cccs2)c1,-0.9,1.0,x,0.0,-1.4,1,-1,-1,3
Cc1ccc(NC(=O)CC(O)(C(F)(F)F)C(F)(F)F)c(Br)c1,-0.2,1.1,-1.6,-0.1,-3.5,-8,11,-1,-5
CC(=O)c1c(C)[nH]c(C(=O)N2CCN(S(=O)(=O)c3ccc(C)cc3C)CC2)c1C,-0.5,0.0,8.5,-2.4,-2.2,0,0,-3,-12
Cn1c(COc2nnc(-c3ccc(Cl)cc3)c3ccccc23)nc2ccccc21,-2.3,4.3,13,2.9,-4.0,2,8,0,19
Cn1c(=O)c2c(ncn2CC(=O)OCC(=O)NC(c2ccccc2)c2ccccc2)n(C)c1=O,1.8,-0.3,x,-1.0,-2.2,-5,3,1,-5
O=C(NC1CCCC1)C1(c2ccccc2)CCN(S(=O)(=O)c2ccccc2)CC1,0.7,1.3,-0.5,u,-0.3,-1,1,-1,-4
CCCCCCCCC(=O)N/N=C(\C)c1ccc(O)cc1O,1.9,-0.9,x,-0.8,-1.5,-2,14,0,-6
O=C(NCc1ccccc1)C(c1ccc(F)cc1)N(Cc1ccc2c(c1)OCO2)C(=O)Cn1nnc(-c2cccs2)n1 (stereo unspecified),0.3,0.4,-1.0,2.6,-1.2,3,1,-1,51*
O=C(CSc1ccc2nc(-c3ccccc3)cn2n1)NCC1CCCO1 (stereo unspecified),-0.7,0.7,-1.1,-0.8,-1.9,-1,18,111*,-3
COCCNC(=O)C(=O)Nc1cc2c3c(c1)CCC(=O)N3CCC2,-1.5,0.9,1.2,0.4,0.5,0,12,-2,-5
COc1cc(C2SCC(=O)N2c2c(C)n(C)n(-c3ccccc3)c2=O)ccc1O (stereo unspecified),-1.1,0.6,-1.2,-0.3,-0.6,-4,-16,1,-4
CCOCCCNC(=S)N1CCC(NC(=O)C23CC4CC(CC(C4)C2)C3)CC1,0.1,-1.0,0.4,-0.9,0.5,-2,0,-1,-7
O=C(c1ccc(F)cc1)n1c(NCc2ccccc2)n[nH]c1=S,4.0,-0.4,-2.0,-0.4,-0.6,-6,2,3,-2
COc1ccc(C(=O)Nc2nc(CC(=O)NCCc3ccccc3OC)cs2)cc1,0.4,-0.1,x,2.9,-3.2,-3,1,-2,-4
COc1ccc(CCN=C(N)NS(=O)(=O)c2cc(F)ccc2F)cc1,0.9,-0.5,-0.2,0.9,-5.9,0,1,0,12
CN(Cc1nc2ccccc2s1)C(=O)c1ccc(F)cc1,0.3,-0.2,1.2,0.5,-0.2,7,-2,0,16
Cc1[nH]nc(SCC(=O)Nc2ccc(C#N)cc2)c1[N+](=O)[O-],-0.2,2.0,x,-1.2,-2.4,0,7,1,-13
CS(=O)(=O)N1CCC(C(=O)Nc2cc(C(F)(F)F)ccc2Cl)CC1,1.4,-0.5,-2.7,-0.5,0.3,-2,-5,-1,-6
O=c1oc2ccccc2n1Cc1ccccc1,-0.4,-0.5,x,-0.5,-2.3,1,-3,-1,-6
O=C(COc1ncnc2ccc(Br)cc12)NC1CCCC1,-1.3,0.6,0.5,0.3,x,-2,-2,4,-5
COc1ccccc1CN1CCN(S(=O)(=O)c2ccccc2)CC1,-1.4,-1.9,0.4,1.3,-2.6,5,-15,2,19

# (more compounds)
smiles,PfHsp40 rescue,Mtb UGM inh,BioA inh,BoNT-A LC inh2,FadD28 binding,Anthrax LF prot,GDH-TPI inh,FBA Mtb inh,BoNT-F LC inh
CC(CCc1ccccc1)NC(=O)CN1CCSc2ccccc21 (stereo unspecified),2.6,3.8,x,-1.6,-0.4,-4,-3,0,-4
CCOP(=O)(c1ccccc1)C(O)c1ccc(Br)cc1 (stereo unspecified),-0.9,-1.3,x,-0.1,-1.9,1,4,1,0
COc1ccc(C2N(c3cc(C)on3)C(=O)C3CCCN32)cc1OC (stereo unspecified),-0.1,-1.0,-0.2,-0.5,-1.0,-4,5,3,8
COc1cccc(C(=O)NN/C(C)=C/C(=O)C(F)(F)C(F)(F)C(F)(F)F)c1,6.5,3.1,34,0.4,-3.0,-3,-2,0,1
COC(=O)N/N=C/c1cn(CCOc2ccccc2)c2ccccc12,1.5,1.7,0.2,-4.9,0.2,4,6,-1,u
CSc1nc2oc3c(c2c2nncn12)CC(C)(C)SC3,1.2,-0.8,-3.5,-0.3,0.2,1,14,10,-13
CN(C)C(CNC(=O)CNC(=O)c1ccc2ccccc2c1)c1ccccc1 (stereo unspecified),-0.2,-3.0,-0.2,-0.1,-1.0,-3,8,3,-7
Cc1ccc(O)c(NC(=S)NC(=O)C(C)C)c1,-0.5,1.9,-1.6,-1.4,-3.8,0,4,0,-4
COc1ccc(NC2=CC(=O)N(C)C2=O)cc1,-0.5,-1.7,x,-0.1,-0.6,1,7,-2,2

# Filtered by structure: the entries above with a thiophene ring, fused or not (four)
smiles,PfHsp40 rescue,Mtb UGM inh,BioA inh,BoNT-A LC inh2,FadD28 binding,Anthrax LF prot,GDH-TPI inh,FBA Mtb inh,BoNT-F LC inh
Cc1ccc(NC(=O)CSc2nnc(-c3cccs3)n2Cc2ccco2)cc1,1.4,4.3,1.3,-0.6,-0.1,-1,5,2,-12
CC(C)(O)C#Cc1ccc(CN2CCN(Cc3ccsc3)C(CCO)C2)s1 (stereo unspecified),-0.3,-1.6,0.7,-0.1,-2.8,1,-1,-1,-1
COc1cccc(OCC(=O)NNC(=O)Cc2cccs2)c1,-0.9,1.0,x,0.0,-1.4,1,-1,-1,3
O=C(NCc1ccccc1)C(c1ccc(F)cc1)N(Cc1ccc2c(c1)OCO2)C(=O)Cn1nnc(-c2cccs2)n1 (stereo unspecified),0.3,0.4,-1.0,2.6,-1.2,3,1,-1,51*
